VCAM1 TNFa inh – inhibitors of TNFa-induced VCAM1 expression, primary screen, imaging, HUVEC, TNFa stimulus, immunofluorescence; HUVEC TNFa-induced VCAM-1 immunofluorescence, high-content imaging; inhibition, % at 2 µM; 95,000 compounds, 0.48% hits;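 active = inhibition above the batch mean plus 3 SD, with images confirmed as a hit by eye, cut at about 37% in these data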;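 note: 0% = TNF-stimulated DMSO wells and 100% = unstimulated control wells; not every result past the cut was called active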
LYP act – LYP phosphatase activators, primary screen, biochemical, DiFMUP fluorescence, 2 µM. Tyrosine-protein phosphatase non-receptor type 22 (Homo sapiens), Q9Y2R2. recombinant LYP; 0 = plate median, 100 = signal doubled. activation, % at 2 µM. 96,000 compounds, 0.11% hits;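 active = activation at 2 µM above a set limit, the mean plus 5 SD, cut at about 37% in these data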
IL1B cytotox – cytotoxicity in IL-1B stimulated HUVEC, primary screen, cytotoxicity control for IL-1B NFkB translocation project, imaging, Hoechst nuclear count, IL-1B stimulus. HUVEC cell count loss. cell count reduction, % at 2 µM. 94,000 compounds, 0.41% hits. AID 845, 2007;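 active = cell count reduction more than 3 SD above the screen-wide mean, cut at about 70% in these data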;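 note: normalized per plate to untreated control cells as the no-loss baseline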
cytoskel mod – modifiers of F-actin cytoskeleton organization, primary screen, imaging, HUVEC, phalloidin staining, high-content imaging | HUVEC TNFa F-actin phalloidin imaging | inhibition, % at 2 µM | 91,000 compounds, 0.18% hits | AID 836, 2007;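 active = inhibition above the batch mean plus 3 SD and confirmed as a hit by visual image inspection, cut at about 30% in these data, passing the limit was not always enough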; note: strong numbers were not always called active
HUVEC tox TNFa – cytotoxicity in TNFa-stimulated HUVEC, primary screen, cytotoxicity control for VCAM1 expression modulator project, imaging, Hoechst nuclei count; HUVEC TNFalpha-stimulated, Hoechst cell count; cell count reduction, % at 2 µM; 93,000 compounds, 0.17% hits; AID 848, 2007;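 active = cell count reduction exceeding the screen mean by over 5 SD, scaled to untreated wells per plate, cut at about 78% in these data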;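 note: cells counted after 24 h of TNF alpha exposure following the 1 h pretreatment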
ERa SRC1 inh – ERα–SRC-1 coactivator interaction inhibitors, primary screen, biochemical, TR-FRET, ERα LBD, estradiol-bound; Estrogen receptor (Homo sapiens), P03372; TR-FRET ER-alpha LBD / SRC-1 peptide; inhibition, % at 25.6 µM; 86,000 compounds, 1.7% hits; AID 629, 2007; in the data active = inhibition above about 50%;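 note: 0% = receptor plus peptide control and 100% = peptide only without receptor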
FAK inh – FAK kinase inhibitors, primary screen, biochemical; Focal adhesion kinase 1 (Homo sapiens), Q05397; biochemical FAK kinase activity assay; inhibition, %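 (tested at 7 µM)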; 97,000 compounds, 0.84% hits; in the data active = inhibition above about 19%;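 note: 0% = DMSO and 100% = reference compound high control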
Target sequence (Q05397 whole entry, looked up): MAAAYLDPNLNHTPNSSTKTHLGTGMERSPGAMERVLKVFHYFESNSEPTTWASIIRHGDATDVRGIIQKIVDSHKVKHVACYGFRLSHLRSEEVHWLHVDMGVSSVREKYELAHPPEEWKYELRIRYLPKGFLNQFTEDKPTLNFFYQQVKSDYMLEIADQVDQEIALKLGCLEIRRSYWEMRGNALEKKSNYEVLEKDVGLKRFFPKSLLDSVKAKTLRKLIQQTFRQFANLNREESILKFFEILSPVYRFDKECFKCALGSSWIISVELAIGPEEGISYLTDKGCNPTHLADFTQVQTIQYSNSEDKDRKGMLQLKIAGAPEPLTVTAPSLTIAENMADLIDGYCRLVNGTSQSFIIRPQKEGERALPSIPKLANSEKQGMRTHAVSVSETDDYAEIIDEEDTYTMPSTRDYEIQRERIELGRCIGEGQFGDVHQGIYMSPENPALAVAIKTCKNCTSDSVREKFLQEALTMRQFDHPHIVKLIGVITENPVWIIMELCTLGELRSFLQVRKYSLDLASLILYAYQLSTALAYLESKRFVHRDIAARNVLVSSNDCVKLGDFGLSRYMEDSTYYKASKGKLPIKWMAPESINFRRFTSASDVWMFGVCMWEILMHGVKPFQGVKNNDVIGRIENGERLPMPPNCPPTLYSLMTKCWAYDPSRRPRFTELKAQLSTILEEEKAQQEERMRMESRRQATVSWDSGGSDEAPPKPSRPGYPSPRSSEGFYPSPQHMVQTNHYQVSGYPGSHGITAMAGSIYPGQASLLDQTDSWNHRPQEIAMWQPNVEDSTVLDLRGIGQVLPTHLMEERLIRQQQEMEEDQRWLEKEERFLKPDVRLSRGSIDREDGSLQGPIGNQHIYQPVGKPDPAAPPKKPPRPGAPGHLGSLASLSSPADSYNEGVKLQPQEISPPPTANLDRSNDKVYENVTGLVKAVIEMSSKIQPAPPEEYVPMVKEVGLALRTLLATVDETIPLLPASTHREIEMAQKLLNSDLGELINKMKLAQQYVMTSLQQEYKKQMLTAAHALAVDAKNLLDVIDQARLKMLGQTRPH
PTK2B oligo ant – antagonists of Pyk2 self-association, primary screen, Q293 cells, FERM NanoBiT luminescence, HTS | Protein-tyrosine kinase 2-beta (Homo sapiens), Q14289 | active compounds read low | z-score (the deposit names both 25 µM and 10 µM) | 99,000 compounds, 0.83% hits | AID 1347419, 2020;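 active = Z-score of -3 or lower, scaled per plate to the spread of control and sample wells; inactive = z-score above -3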;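 note: negative z-score means lost luminescence so less FERM oligomerization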
PTPN22 inh 2 – PTPN22 phosphatase inhibitors, primary screen, biochemical, DiFMUP fluorescence, 2 µM; Tyrosine-protein phosphatase non-receptor type 22 (Homo sapiens), Q9Y2R2; recombinant LYP catalytic domain; inhibition, % at 2 µM; 96,000 compounds, 0.21% hits; AID 640, 2007;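 active = inhibition at 2 µM at or above a set limit, the screen mean plus 3 SD, cut at about 24% in these data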;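 note: 0% = DMSO with enzyme and 100% = enzyme fully blocked by orthovanadate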
* hit, by the source's call; x = not tested or not shown; [ ] = remark or other dose.

cpd	molecule	VCAM1 TNFa inh	LYP act	IL1B cytotox	cytoskel mod	HUVEC tox TNFa	ERa SRC1 inh	FAK inh	PTK2B oligo ant	PTPN22 inh 2
1	Cc1cccc(NC(=O)C2CC(=O)OC23CCCC3)c1 (configuration not stated)	-14.0	-12.4	6.6	-8.9	x	33.5[fluorescence artefact?]	2.9	-0.62	11.5
2	O=C(Nc1nnc(SCc2c(Cl)cccc2Cl)s1)C1CCCO1 (configuration not stated)	-0.2	-2.4	25.7	19.3	-27.3	4.3	-1.4	-0.87	-1.0
3	Cc1nc2ccc(NC(=O)N3CCOCC3)cc2s1	0.6	13.1	-39.1	3.8	-9.6	-5.9	1.3	-0.79	-12.4
4	O=C(COC(=O)C(Cc1ccccc1)NC(=O)c1ccco1)NC1CC1 (configuration not stated)	16.9	-1.6	0.7	-1.7	6.7	x	-1.8	0.31	-0.9
5	Cn1c(SCC(=O)c2ccccc2F)nnc1C1CC1	-21.1	-0.6	4.9	-5.9	-13.2	0.9	0.4	-0.66	-1.3
6	COc1ccc(C(=O)Nc2cccc(/C(C)=N/NC(=O)c3ccc([N+](=O)[O-])c(C)c3)c2)cc1OC	3.6	10.4	11.7	-6.6	-16.3	x	3.5	-0.97	-13.8
7	CCOc1ccc(C(=O)NCC(C)C)cc1	-2.5	-2.3	-132.3	13.4	-39.8	-13.5[fluorescence artefact?]	0.3	-0.19	1.8
8	COc1ccc(C(=O)Nc2ccc3c(c2)OCCO3)cc1	-0.5	2.6	13.4	8.3	-20.9	-5.5	-0.9	-0.02	-6.0
9	COc1ccc(C(=O)NCCn2ccc3ccccc32)c(OC)c1	-13.8	0.4	2.2	-35.4	17.4	-13.6	-1.6	-0.25	3.3
10	O=C(NCc1ccc(OC(F)(F)F)cc1)C12CN(Cc3ccccc3)CC1C(c1cccc([N+](=O)[O-])c1)=NO2 (configuration not stated)	-3.2	-10.5	-12.0	12.4	-19.2	x	-6.5	x	8.3
11	CSCCC(NC(=O)COc1ccccc1)C(=O)N1CCN(c2ccccc2F)CC1 (configuration not stated)	10.8	2.5	-49.2	4.7	-2.0	-7.0	-3.2	-0.87	-2.9
12	O=C(NCc1cccnc1)C1CC(=O)N(c2ccc(Cl)cc2)C1 (configuration not stated)	-25.3	1.3	16.3	-32.8	-2.0	-2.6	7.9	0.36	-4.4
13	Cc1ccc(S(=O)(=O)N2CCN(c3nc(C(C)C)c4c(c3C#N)CC(C)(C)OC4)CC2)cc1	10.9	-1.6	10.3	-21.6	-17.6	9.1[fluorescence artefact?]	0.0	-2.06	0.2
14	Cc1nn(CC(=O)Nc2ccc3c(c2)nc(CCN2CCCCC2)n3C)c(=O)c2ccccc12	36.8	-7.2	22.2	7.9	-11.3	8.1	-2.0	0.86	10.0
15	O=C(O)CCCC(=O)Nc1ccc(C(=O)NCc2cccnc2)cc1	17.7	6.3	-20.6	5.3	-33.9	-11.4	-0.4	2.44	-10.3
16	O=C(NC12CC3CC(CC(C3)C1)C2)C1CC(=O)N(c2ccccc2)C1 (configuration not stated)	-11.1	6.7	4.5	-15.8	-12.7	1.3	5.3	-0.33	-6.2
17	Nc1ccccc1N1CCN(C(=O)c2ccccc2)CC1	-10.4	0.6	-38.0	-17.7	-1.0	-10.4[fluorescence artefact?]	-3.5	-0.34	-1.3
18	CCCCCCSC1=C(C#N)C(c2ccc(C)o2)CC(=O)N1 (configuration not stated)	-5.3	6.4	-11.0	-8.5	-12.8	-1.0	-7.2	-1.49	-8.7
19	COc1ccc(C(=O)n2cnc(N)n2)cc1	-6.3	-0.1	7.3	22.8	-25.8	-2.4	5.3	0.22	-1.5
20	CC1CN(c2oc(Cc3cccc4ccccc34)nc2C#N)CC(C)O1 (configuration not stated)	-8.6	2.9	-7.1	-3.8	3.9	-4.8	-1.6	0.11	-3.5
21	Cc1cccc(-c2cc3nc(C)cc(NCCCN(C)C)n3n2)c1	-12.7	-10.6	-16.5	18.9	-28.0	1.9	4.3	0.77	13.4
22	Cc1cc(/C=N\NC(=O)c2cccs2)c(C)n1-c1ccc2ncccc2c1	0.8	7.3	-52.9	-10.1	7.5	x	6.8	-1.04	-4.6
23	Cc1ccccc1C1CC(=O)NC2=C1C(=O)CCC2 (configuration not stated)	-0.3	6.3	-11.3	-5.2	-8.8	-1.8[fluorescence artefact?]	0.6	-0.23	-8.3
24	CSCC[C@H](NC(=O)OC(C)(C)C)c1nnc(SCC(=O)Nc2ccc(C)cc2C)o1	12.6	-3.3	27.2	0.1	-30.8	-28.0	1.9	1.43	0.1
25	Cc1c(N(C)C(=O)c2ccccc2F)c(=O)n(-c2ccccc2)n1C	-12.6	4.3	-6.6	-18.0	-3.0	0.2	-8.2	0.91	-7.5
26	CCSc1nnc(-c2ccccc2NC(C)=O)c(=O)[nH]1	2.7	2.6	-37.7	x	1.9	2.5	6.7	-0.43	-4.2
27	CCOC(=O)CN(C(=O)CSc1nnc2c(n1)[nH]c1ccccc12)c1ccccc1	2.5	-6.2	40.3	-9.9	2.5	1.7	4.0	-2.7	3.7
28	COc1ccccc1NC(=O)C1=C(C)Nc2nnnn2C1c1ccncc1 (configuration not stated)	0.3	3.4	33.9	8.7	-9.0	2.7	1.9	1.06	-6.0
29	CCOC(=O)N1CCN(S(=O)(=O)c2ccc(OCC)cc2)CC1	19.1	8.0	-4.7	-13.4	-20.2	x	0.0	-0.4	-10.8
30	COc1ccccc1NC(=O)C1=C(C)Nc2ncnn2C1c1ccc(C)o1 (configuration not stated)	-21.8	-2.5	25.6	-0.9	x	0.6	-6.8	-0.53	0.3

3 compounds already listed, sorted by the value under VCAM1 TNFa inh, smallest number first:
nr | mol | VCAM1 TNFa inh
30 | COc1ccccc1NC(=O)C1=C(C)Nc2ncnn2C1c1ccc(C)o1 (configuration not stated) | -21.8
10 | O=C(NCc1ccc(OC(F)(F)F)cc1)C12CN(Cc3ccccc3)CC1C(c1cccc([N+](=O)[O-])c1)=NO2 (configuration not stated) | -3.2
24 | CSCC[C@H](NC(=O)OC(C)(C)C)c1nnc(SCC(=O)Nc2ccc(C)cc2C)o1 | 12.6

More results
cpd	molecule	VCAM1 TNFa inh	LYP act	IL1B cytotox	cytoskel mod	HUVEC tox TNFa	ERa SRC1 inh	FAK inh	PTK2B oligo ant	PTPN22 inh 2
31	CCCCCCC(=O)Nc1nnc(CC)s1	2.2	0.3	-6.2	16.1	-32.7	6.9	-1.4	-0.39	0.3
32	Cc1oc(-c2ccccc2)nc1CS(=O)CC(=O)O (configuration not stated)	32.1	-8.7	-7.1	5.5	-5.9	10.9[fluorescence artefact?]	5.4	x	7.3
33	COc1ccc([N+](=O)[O-])cc1NC1C2CC3CC(C2)CC1C3 (configuration not stated)	-9.2	1.9	23.4	-22.0	12.2	x	4.2	0.98	0.5
34	Cc1ccccc1Cn1cc(NC(=O)CSc2nc3c(c(C(F)(F)F)n2)CCc2ccccc2-3)cn1	-3.4	-20.9	0.4	18.6	1.6	x	-0.6	1.23	22.1
35	O=C1CC(NCc2cccs2)C(=O)N1c1ccc(Cl)cc1 (configuration not stated)	1.0	3.1	9.6	0.1	x	12.3	-1.0	1.05	-1.4
36	CCOC(=O)/C(C#N)=C/c1cc(C)n(-c2ccc(C)cc2)c1C	7.0	-7.5	-18.5	-5.3	6.6	-4.9	-0.6	-0.05	6.4
37	CSCC[C@H](NC(=O)NCCc1ccc(F)cc1)C(=O)O	-10.0	-12.4	12.8	11.7	-24.7	-3.5	-2.7	0.24	11.4
38	Cc1ccc(N/N=C2/CCCNC2=O)cc1	11.5	-1.2	-8.4	-30.9	8.2	x	-9.1	-0.06	3.4
39	CN1C(=O)c2ccc(C(=O)NC3CCCCC3)cc2C1=O	14.5	-4.0	-29.8	-5.2	10.3	-4.5	0.1	0.38	2.7
40	Cc1cc(NC(=O)CSc2nc3ccccc3c(=O)n2-c2ccccc2)no1	21.9	6.4	-12.2	10.4	-9.5	x	0.0	0.17	-4.5
41	COC(=O)c1ccccc1NC(=O)/C=C/c1cc(OC)c(OC)c(OC)c1	-13.8	4.7	-0.7	-5.5	-17.9	-3.0	-0.1	-2	-2.6
42	COc1cc2c(cc1OC)C(C(=O)Nc1cccc(C)n1)C(c1cccnc1)N(C)C2=O (configuration not stated)	-26.4	0.2	-28.4	-9.2	-55.9	23.4[fluorescence artefact?]	-4.3	0.37	-2.0
43	CCCCCN(C(=O)NC(=O)Nc1ccccc1C)S(C)(=O)=O	-0.1	-1.5	-45.8	-12.0	-25.2	13.5[fluorescence artefact?]	-1.1	0.5	-1.4
44	O=C(Oc1ccc(-c2nccc(-c3ccccn3)n2)cc1)c1cccc(C(F)(F)F)c1	17.6	-8.6	-10.3	-27.2	-12.2	x	-0.2	0.43	6.4
45	C=CCn1c(=O)n(CCOC)c(=O)c2sc3ccccc3c21	18.4	0.0	-45.4	13.2	-50.8	3.1	0.6	x	-1.7
46	CCCCn1c(SCC(=O)Nc2ccc(OC)cc2)nc2ccc(N3CCOCC3)cc2c1=O	12.7	-7.4	-4.3	3.9	-3.7	36.8	0.6	-1.06	6.7
47	Cn1c(N)c(C(=O)COC(=O)C2CCCCC2)c(=O)n(C)c1=O	8.6	-5.5	11.9	-7.5	2.8	3.0	-1.1	0.16	6.5
48	CCOc1c2c(nc3ccc(Cl)cc13)CCC2	4.7	2.4	-15.6	31.1	-31.9	-13.4	-0.1	0.04	-5.1
49	CCOC(=O)c1cnn(-c2cc(C)nc3c(-c4ccccc4)c(C)nn23)c1N	4.9	8.2	-11.4	-2.8	-2.3	1.3[fluorescence artefact?]	-1.6	-0.53	-11.7
50	CCCCCCn1c(NCC)nc2c1c(=O)n(C)c(=O)n2C	8.1	-4.2	41.5	10.6	-14.8	-22.1	-1.6	0.87	1.8
51	O=C(NNc1cccc(Cl)n1)Nc1ccccc1	0.2	-4.9	6.4	4.8	-11.1	x	1.1	0.79	7.4
52	COc1cc(C(c2sc3nc(C)nn3c2O)N2CCOCC2)cc(OC)c1OC (configuration not stated)	11.8	-8.2	11.1	-2.1	-31.7	x	-10.0	x	5.9
53	O=C(COc1cc(O)c2c(=O)cc(-c3ccccc3)oc2c1)c1ccccc1	5.8	-0.7	-34.3	-33.7	-3.6	x	1.2	-0.96	5.7
54	COc1ccccc1-c1cnnc(N/N=C/c2ccc(-c3cccc(Br)c3)o2)n1	-34.0	-31.0	-27.4	-7.2	-41.3	-5.0	3.0	-1.94	31.4*
55	COc1cc(NC(=O)C2CCCCC2)c2ncccc2c1	15.5	2.0	8.5	1.6	10.7	-1.5	0.3	-1.25	-1.4
56	O=C(O)CCCC(=O)N1CCc2cc(S(=O)(=O)N3CCc4ccccc43)ccc21	17.4	-5.1	-4.4	-5.6	-12.7	-3.2	-5.7	x	3.7
57	CCc1ccc(NC(=O)CSc2nc3ccccc3c(=O)n2CCCC(=O)N2CCCC2)cc1	14.2	1.7	-15.8	-1.0	-12.4	11.2[fluorescence artefact?]	2.6	-1.79	-1.4
58	CCn1nnc(-c2ccccc2NC(=O)c2cccc(-n3cnnn3)c2)n1	-9.2	-9.3	-13.5	-13.9	-9.4	26.3	5.0	-0.24	9.2
59	Cc1ccc(OCC(=O)NNC(=O)CCc2ccccc2)cc1	10.5	0.2	36.4	-27.9	8.3	x	-0.7	-0.09	3.6
